CSN deneddyl inh: CSN deneddylation inhibition; Q92905; Purified CSN, SCF-Nedd8-OG deneddylation, fluorescence polarization; inhibition, % at 12.5 µM; 360,000 compounds, 0.38% hits; AID 651999;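 active means pattern-corrected inhibition above about 35%, with an unprinted fluorescence ratio check between 0.5 and 1.5, limit read from the data, passing the limit was not always enough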;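 further: 0% = enzyme with substrate and 100% = substrate without enzyme; some results filed as inactive read as strong as hits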
Target sequence (Q92905 whole entry, looked up, one chain of several): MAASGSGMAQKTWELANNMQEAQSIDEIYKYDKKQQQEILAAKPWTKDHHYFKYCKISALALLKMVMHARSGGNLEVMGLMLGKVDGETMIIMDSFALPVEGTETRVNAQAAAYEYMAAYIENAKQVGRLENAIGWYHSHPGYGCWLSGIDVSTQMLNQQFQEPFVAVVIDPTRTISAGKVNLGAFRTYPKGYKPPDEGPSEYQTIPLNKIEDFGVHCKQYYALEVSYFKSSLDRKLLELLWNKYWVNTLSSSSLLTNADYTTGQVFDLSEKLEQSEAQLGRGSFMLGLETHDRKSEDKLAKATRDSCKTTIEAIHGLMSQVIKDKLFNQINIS
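Assay system: Purified human Csn5 enzyme expressed in HEK293T cells | Amount: Enzyme 0.24 nM | Measured by: Fluorescence polarization readout | Medium: Tris/NaCl/DTT buffer, pH 7.5 | Compound dosing: One concentration, 12.5 µM, 0.25% DMSO | Times: 90 min incubation of compound, enzyme and substrate at room temperature | Control set: no-enzyme wells high, enzyme-with-substrate wells low | Read-out: % inhibition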
eLon inh: inhibitors of E. coli Lon protease. P0A9M0. purified E. coli Lon protease, fluorescence polarization. inhibition, % at 7.94 µM. 360,000 compounds, 0.42% hits; in the data active means inhibition above about 13%, passing the limit was not always enough;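 further: 0% = enzyme with probe and DMSO and 100% = no enzyme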
Neddylation inh: inhibitors of human cullin neddylation | calls only at 25 µM | 360,000 compounds, 0.58% hits | P61081+Q13564 | AID 651699 | TR-FRET cullin neddylation, biochemical; in the data active means inhibition above about 36%
TbMetRS inhib: blocks T. brucei methionyl-tRNA synthetase activity; 360,000 compounds, 0.4% hits; purified T. brucei MetRS, ATP depletion, Kinase-Glo luminescence; inhibition, % at 11.9 µM;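 active means inhibition above a per-plate cutoff of the control wells' mean inhibition plus 3 SD, cut at about 5.5% in these data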;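 further: 0% = DMSO wells median and 100% = median of wells with control inhibitor compound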
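Dosing: 11.9 µM compound single dose, 0.9% DMSO; Assay system: purified T. brucei MetRS enzyme; Measured by: Kinase-Glo luciferase luminescence reporting remaining unconsumed ATP; Schedule: 15 min plus 2 h at 25 °C.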
FAS TE block: inhibitors of human fatty acid synthase thioesterase domain; P49327; recombinant FAS-TE, OMFH fluorogenic substrate, fluorescence endpoint; inhibition, % at 15 µM; 360,000 compounds, 0.67% hits;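 active means compounds whose normalised, plate-corrected inhibition of enzyme fluorescence in the single-dose primary screen is 50% or more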;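 further: 0% = DMSO with enzyme and 100% = substrate without enzyme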
bovine MsrA act: activates bovine MsrA enzyme; purified bovine MsrA, absorbance read-out; 360,000 compounds, 0.3% hits; activation, % at 10.6 µM; AID 602163; in the data active means activation above about 7.5%;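 further: 0% = vehicle and 100% = reference activator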
MsrA inh: inhibits bovine methionine sulfoxide reductase A; purified bovine MsrA, absorbance read-out; inhibition, % at 15.5 µM; 360,000 compounds, 0.75% hits; in the data active means inhibition above about 4.5%;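 further: 0% = vehicle wells with enzyme and 100% = reference inhibitor wells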
Rin1 Abl inh: blocks binding of human Rin1 to Abl | P00519+Q13671 | TR-FRET Rin1/Abl binding, biochemical | inhibition, % at 7.35 µM | 360,000 compounds, 0.4% hits; in the data active means inhibition above about 5%, passing the limit was not always enough
MLLE-PAM2 inh: inhibitors of microRNA-mediated deadenylation, human PABP1 MLLE binding; P11940; GST-MLLE / FITC-PAM2 fluorescence polarization; inhibition, % at 20 µM; 360,000 compounds, 0.36% hits; AID 588489; in the data active means inhibition above about 35%, passing the limit was not always enough;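 further: plate controls were DMSO wells with GST-MLLE for no effect and wells lacking GST-MLLE protein for full effect; some results filed as inactive read as strong as hits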
Target sequence (P11940 whole entry, looked up): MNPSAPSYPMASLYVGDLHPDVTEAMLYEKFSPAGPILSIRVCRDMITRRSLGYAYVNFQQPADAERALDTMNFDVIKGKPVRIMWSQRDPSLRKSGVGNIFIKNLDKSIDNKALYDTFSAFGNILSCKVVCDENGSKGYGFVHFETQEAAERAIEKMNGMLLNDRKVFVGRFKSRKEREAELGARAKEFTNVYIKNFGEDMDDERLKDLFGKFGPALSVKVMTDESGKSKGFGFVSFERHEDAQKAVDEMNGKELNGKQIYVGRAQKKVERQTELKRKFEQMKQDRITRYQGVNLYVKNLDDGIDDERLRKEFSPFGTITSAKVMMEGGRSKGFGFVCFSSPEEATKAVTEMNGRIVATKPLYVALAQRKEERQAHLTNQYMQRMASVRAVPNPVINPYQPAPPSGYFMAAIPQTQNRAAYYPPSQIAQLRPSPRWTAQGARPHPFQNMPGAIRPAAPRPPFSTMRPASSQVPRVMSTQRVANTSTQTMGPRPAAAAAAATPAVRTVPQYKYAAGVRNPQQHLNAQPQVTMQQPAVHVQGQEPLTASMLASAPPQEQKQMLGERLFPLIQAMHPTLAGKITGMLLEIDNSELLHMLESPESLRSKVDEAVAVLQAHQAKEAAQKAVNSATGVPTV
Numbers without * were called inactive; i = inactive; . = not tested or not shown; + = active, no number.

Value order – CSN deneddyl inh	eLon inh	Neddylation inh	TbMetRS inhib	FAS TE block	bovine MsrA act	MsrA inh	Rin1 Abl inh	MLLE-PAM2 inh
- CSc1ncccc1C(=O)N1CCCC(Nc2ccc(F)c(F)c2)C1 (stereo not drawn)
    -4.6	3.0	i	-0.1	-2.3	-1.5	1.0	-1.8	2.4
- Cc1ccc(C(=O)COC(=O)c2cccs2)cc1
    4.4	1.1	i	-0.2	-0.6	-0.4	-0.9	1.9	4.9
- Cc1ccccc1-c1cc(C(=O)NCc2ccc(OC(F)(F)F)cc2)nn1CC1CC(c2cccc([N+](=O)[O-])c2)=NO1 (stereo not drawn)
    1.2	11.5	i	0.0	6.4	-1.3	1.1	-0.9	-13.6
- O=C(Cn1c(=S)nc2ccccn21)N1CCc2ccccc2C1
    -2.4	-6.1	i	-0.7	-9.6	-2.7	-0.6	2.0	15.6
- CN(C)C(=O)NC1C=CS(=O)(=O)C1 (stereo not drawn)
    0.8	-6.1	i	-0.1	-13.3	-3.4	-0.5	-2.5	6.8
- CC(=O)c1ccc2cc3c(cc2c1)OCO3
    2.7	-2.8	i	-0.1	-6.7	1.8	0.0	-10.7	-2.7
- COC(=O)[C@@H](NC(=O)NCc1ccc(F)cc1)C(C)C
    -3.2	-2.1	i	-0.1	-2.1	-0.4	-1.2	0.9	-10.1
- Cn1c(SCC(=O)Nc2ccc(Cl)cc2)nnc1C1CC1
    -5.9	-10.1	i	-0.3	-1.0	-0.7	-1.2	2.4	-0.8
- Cc1ccccc1CSc1ccc(-c2ccc3c(c2)OCO3)nn1
    1.2	-3.5	i	-0.3	28.8	-2.6	1.2	-0.6	16.0
- CCOC(=O)C1CCN(C(=O)c2cc3cc(Br)ccc3oc2=O)CC1
    3.5	1.2	i	-0.2	2.5	-5.1	0.0	1.3	-6.8
- O=C(/C=C/c1c(Cl)cccc1Cl)Nc1ccncc1
    3.8	3.7	i	4.1	-1.1	-1.3	0.1	-1.9	6.0
- CCC(C)c1ccc(NC(=O)NCc2cccnc2)cc1 (stereo not drawn)
    2.7	5.1	i	-0.5	-0.5	-2.2	0.2	-4.1	-3.4
- COc1ccc(OCC(=O)N2CCN(C(=O)Cc3ccccc3)CC2)cc1
    -3.1	1.1	i	-1.2	-7.3	-10.5	-1.2	-0.5	7.5
- Cc1oc(CC(C)C)c(CN)c1C(=O)O
    2.6	-2.3	i	-0.3	-5.1	2.6	0.0	1.8	7.2
- O=C(Nc1ccc(Cl)cc1)Nc1nnc(CSc2ccc(Cl)cc2)s1
    5.4	-3.1	i	0.0	6.5	-2.1	0.1	2.3	7.4
- O=C1NCCN1CCNc1nc(NCC2CC2)nc2cc(-c3ccccc3)sc12
    -3.1	7.0	i	0.0	-5.8	-2.1	2.3	-14.5	6.7
- CC(=O)c1ccc(N2CCN(C(=O)COc3ccc4c(c3)CCC4)CC2)cc1
    2.5	7.1	i	-0.1	6.1	-2.7	1.8	4.0	11.4
- COc1ccc(C)cc1NC(=O)COC(=O)C1CCN(C(=O)c2ccc(Cl)cc2)CC1
    -1.9	1.7	i	0.3	15.5	1.9	0.4	0.7	13.2
- CC[C@@H](C)[C@@H]1CN([C@@H](CN2CCC[C@H]2CN2C(N)=NC[C@@H]2Cc2ccccc2)C(C)C)C(=N)N1CCCC1CCCC1
    2.2	-0.7	i	0.0	-72.2	0.1	.	2.0	12.4
- C[C@]12c3[nH]c4ccc(Cl)cc4c3CCN1C(=O)[C@@H](CC(=O)NCC13CC4CC(CC(C4)C1)C3)C[C@@H]2C(=O)N1CCCCC1
    7.9	-5.0	i	-0.8	48.4	-2.3	0.0	2.5	-3.3
- Cc1ccc(S(=O)(=O)C2(C(=O)NC3CCCC3)CC2)cc1
    4.0	8.2	i	-0.3	-4.8	-0.9	-0.7	-1.9	-23.6
- CCc1ccc(C2CC3C(CN2S(=O)(=O)c2ccc(C)cc2)C(=O)CC(c2ccc(CC)cc2)N3S(=O)(=O)c2ccc(C)cc2)cc1 (stereo not drawn)
    -0.9	.	i	-0.4	.	.	-1.1	.	.
- O=C(COC(=O)Cc1c(Cl)cccc1Cl)NCc1ccco1
    -4.2	-14.2	i	-0.2	-2.1	-3.7	-1.2	0.2	10.8
- COc1ccc(Br)cc1S(=O)(=O)N1CCN=C1C
    0.5	-7.0	i	-0.7	-5.9	-4.7	-0.6	2.7	-4.0
- CC(=O)N1CCCC(C(=O)c2ccc(Oc3ccccc3)cc2)C1 (stereo not drawn)
    -9.4	-4.2	i	0.0	-4.8	-3.7	-0.2	-2.0	-2.4
- Cc1cc(C)nc(SCc2cn3c(C)cc(C)nc3n2)n1
    -1.9	7.0	.	-0.2	-8.7	-4.2	-1.1	-2.1	-0.2
- O=C(O)c1cccc(NC(=O)c2cn(-c3ccccc3)nc2-c2ccc(F)cc2)c1
    -2.5	0.6	i	-1.4	2.4	-2.2	1.8	2.4	5.7
- CCS(=O)(=O)Nc1ccc(C2=NN(C(=O)c3ccco3)C(c3cccs3)C2)cc1 (stereo not drawn)
    1.2	-6.1	+	0.2	3.9	-4.6	3.5	2.1	10.7
- CC(C)(C)NC(=O)c1ccc(COc2ccccc2Br)o1
    -4.3	-2.6	i	0.5	18.0	-0.1	0.8	0.6	2.7
- O=S(=O)(c1ccc(F)cc1)N1CCCC1
    7.7	-1.6	i	-1.2	-3.1	-3.5	-0.1	3.9	16.8
- CCCN1CCC(NC(=O)CC2C(=O)NCCN2Cc2cccc(OC)c2)CC1 (stereo not drawn)
    2.8	4.8	i	-0.5	-4.7	-5.0	0.1	4.7	2.5
- CCCCn1c(=S)[nH]c2ccccc2c1=O
    -13.3	-2.3	i	0.3	10.6	-1.3	0.6	0.7	-53.0
- O=C(O)c1cccc2c1-c1ccccc1/C2=N\Nc1ccccc1
    -2.6	-0.6	i	-0.2	1.7	-3.8	0.3	0.3	6.5
- O=C(CSc1nnc(-c2cccnc2)s1)Nc1ccccc1
    -0.9	1.4	i	-0.8	-5.7	-2.5	0.5	2.8	10.2
- O=C(NCCc1ccccc1)c1cnc2ccccn2c1=O
    0.3	-2.9	.	-1.3	2.1	-11.9	1.6	0.6	-1.1
- CC(C)C[C@@H](CN)NC(=O)c1nc[nH]c1C(=O)N[C@@H](CC(C)C)C(=O)CNC[C@H](C)NC(=O)c1nc[nH]c1C(=O)N[C@@H](CC(C)C)C(=O)O
    1.0	-0.5	i	1.3	-7.5	-8.2	.	0.2	-12.0
- CNC(=O)C(=O)NCC1OCCCN1S(=O)(=O)c1ccc(F)cc1C (stereo not drawn)
    0.1	-3.0	i	-0.2	0.7	-5.8	-0.1	-0.1	-11.8
- COC(=O)c1c(C)oc(C)c1S(=O)(=O)N1CCCCC1
    1.9	14.9	i	-1.0	-6.1	-7.2	0.1	1.8	2.6
- Cc1ccc(NC(=O)NCC(c2ccccc2)N(C)C)cc1 (stereo not drawn)
    -6.1	-0.3	i	-0.8	-1.2	-4.7	-0.5	-1.3	-8.4
- COc1cc(C)ccc1OCC(=O)OCC(=O)NCC1CCCCC1
    -5.5	-2.8	i	-0.2	-4.8	-2.7	-0.1	4.1	6.3
- CCOC(=O)c1ccc(-n2cncn2)nc1
    4.4	-5.0	i	-0.1	-9.4	-4.2	1.1	1.6	9.3
- Cc1nc2c(C)cccn2c1/C(O)=C1\C(=O)C(=O)N(CCN(C)C)C1c1ccccc1 (stereo not drawn)
    2.9	-6.0	i	3.6	-4.6	-2.6	2.2	0.2	1.7
- Cn1nc(C(=O)NNC(=O)COc2ccccc2)c2ccccc2c1=O
    -4.2	-4.4	i	-0.6	-10.0	-4.1	-0.2	-1.2	-1.7
- CCC(C)(C(=O)NC1CCCC1)N(Cc1ccco1)C(=O)c1ccc2c(c1)OCO2 (stereo not drawn)
    -3.3	-13.4	i	-1.6	0.0	-11.4	-0.1	3.4	8.6
- Cc1csc(NC(=O)c2cccs2)n1
    0.1	6.4	i	-1.2	-15.9	-10.0	2.9	0.1	-5.2
- C[C@H](O)[C@@H]1CN2CCc3c([nH]c4ccccc34)[C@@H]2C[C@@H]1N(C)C(=O)c1ccco1
    -6.8	5.5	i	0.7	-1.1	-1.3	0.1	0.5	13.5
- Cc1cc(C(=O)Nc2ccc3c(c2)OCCO3)co1
    0.1	-11.1	i	0.0	-8.9	-3.6	0.3	0.2	9.3
- O=C1CSc2ccc(C(=O)NCCC3=CCCCC3)cc2N1
    1.2	-12.6	i	0.2	25.1	-3.7	0.4	2.8	10.3
- O=C(N/N=C1/CC2C=CCC12)c1cccs1 (stereo not drawn)
    -2.5	-3.9	i	0.3	-5.7	-2.4	-0.8	2.2	3.7
- CC1CCN(CCOc2cccc(Br)c2)CC1
    -6.6	-11.4	i	-0.9	-7.1	-7.6	0.3	-1.4	0.1
- CC(=O)c1cccc(S(=O)(=O)N2CCC(C(=O)NC3CCCC3)CC2)c1
    -0.2	-4.7	i	-0.5	-2.2	0.6	0.4	-1.1	0.7
- CCCCCNC(=O)CC1Nc2c3ccccc3nc(=S)n2C1=O (stereo not drawn)
    8.1	0.3	i	-1.2	-10.3	-11.1	0.6	-4.0	-107.9
- CC1CCCC(C)N1C(=O)COC(=O)CNC(=O)c1ccccc1F (stereo not drawn)
    2.6	11.6	i	-0.5	-6.9	-0.6	0.1	-2.2	9.2
- CCc1ccc(NS(=O)(=O)c2cc3c4c(c2)CCN4C(=O)CC3)cc1
    -1.9	-1.4	i	-0.4	-3.8	0.9	-0.7	3.6	6.2
- NC(=O)CC(NC(=O)c1ccc(Br)cc1)c1ccc(NC2CCCCC2)c([N+](=O)[O-])c1 (stereo not drawn)
    5.6	-1.5	i	-0.1	-0.5	-2.8	0.8	-5.6	-17.1
- O=C(C1CC(=O)N(c2ccccc2)C1)N1CCC(c2nc3ccccc3[nH]2)CC1 (stereo not drawn)
    0.9	-3.6	i	0.2	-4.9	0.1	0.8	0.6	-7.6
- COc1ccc(-c2ccc(C(=O)Nc3cccc(F)c3)c3occc23)c(C)c1
    -0.4	-0.3	i	-0.2	24.6	0.0	0.5	1.3	-0.5
- COc1cc(C2C3C(=O)N(Cc4ccccc4)C(=O)C3ON2c2ccccc2)cc(OC)c1OC (stereo not drawn)
    -6.0	-4.8	i	-0.2	24.5	1.8	0.2	-2.3	1.6
- Cc1cc(C(F)F)n2ncc(C(=O)NCCc3ccccc3Cl)c2n1
    -0.7	2.0	i	-0.5	7.3	-9.6	0.4	-0.2	-29.9
- CCCN(CC(=O)Nc1ccccc1C)C(=O)c1ccc(N2CCOCC2)c([N+](=O)[O-])c1
    -5.7	-0.1	i	0.3	-4.0	5.1	0.8	-0.8	8.4
- O=C(COc1ccc([N+](=O)[O-])cc1Cl)Nc1ccc2[nH]c(=O)[nH]c2c1
    4.0	-6.9	i	1.1	13.5	-3.7	0.8	-0.5	-10.9

Screening results as filed in PubChem BioAssay.
